Screens: PubChem BioAssay, several laboratories
TbMetRS inhib: T. brucei MetRS inhibitors, primary screen, biochemical, luminescence; purified T. brucei MetRS, ATP depletion, Kinase-Glo luminescence; 0.4% of 360,000 active; inhibition, % at 11.9 µM;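 active means inhibition above a per-plate cutoff of the control wells' mean inhibition plus 3 SD, cut at about 5.5% in these data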;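 further: 0% = DMSO wells median and 100% = median of wells with control inhibitor compound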
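Dosing: 11.9 µM compound single dose, 0.9% DMSO; Assay system: purified T. brucei MetRS enzyme; Measured by: Kinase-Glo luciferase luminescence reporting remaining unconsumed ATP; Schedule: 15 min plus 2 h at 25 °C.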
NadD block: inhibitors of S. aureus NadD, primary screen, biochemical, colorimetric, uHTS | Nicotinate-nucleotide adenylyltransferase NadD (Staphylococcus aureus N315) | purified NadD enzyme, colorimetric absorbance read-out | inhibition, % at 20 µM | 0.78% of 360,000 active; in the data active means inhibition above about 26%; further: some compounds past the cut are filed as inactive
Rpn11 block: Rpn11 (PSMD14) deubiquitinase inhibitors, primary screen, biochemical, fluorescence polarization, uHTS. human 26S proteasome, Ub4-pepOG fluorescence polarization; 20S core pre-blocked with epoxomicin. calls only at 20 µM. 0.59% of 360,000 active. AID 588493, 2011;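 active means inhibition at 20 µM, scaled to each plate's controls, above about 33%, limit read from the data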
Target sequence (O00487 whole entry, looked up): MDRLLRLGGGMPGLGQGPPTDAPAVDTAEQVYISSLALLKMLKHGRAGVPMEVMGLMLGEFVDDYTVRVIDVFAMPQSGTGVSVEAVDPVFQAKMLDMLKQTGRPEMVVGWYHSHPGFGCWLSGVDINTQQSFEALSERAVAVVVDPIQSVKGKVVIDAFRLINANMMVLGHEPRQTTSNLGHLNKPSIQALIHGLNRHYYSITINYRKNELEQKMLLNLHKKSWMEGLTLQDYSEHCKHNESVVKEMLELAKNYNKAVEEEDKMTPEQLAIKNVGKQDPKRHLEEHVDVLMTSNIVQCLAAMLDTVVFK
SUMO1 PPI mod: modulators of SUMO1 protein-protein interactions, primary screen, biochemical, uHTS. 0.33% of 360,000 active. inhibition, % at 20 µM. SUMO1 binding to a labelled peptide, TR-FRET, 1 h; in the data active means inhibition above about 37%
Target sequence (P63165 whole entry, looked up): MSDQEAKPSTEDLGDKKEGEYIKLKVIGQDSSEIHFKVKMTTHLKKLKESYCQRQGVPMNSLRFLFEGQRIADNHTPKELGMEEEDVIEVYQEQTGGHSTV
DNMT1 inh: human DNMT1 methyltransferase inhibitors, primary screen, biochemical, molecular beacon, fluorescence, HinP1I cleavage, uHTS; DNA (cytosine-5)-methyltransferase 1 (Homo sapiens), P26358; 0.83% of 360,000 active; AID 588458, 2011; inhibition (reported as % activation of signal), % at 10 µM; in the data active means inhibition above about 50%
Scp1 inh: Scp-1 phosphatase inhibitors, primary screen, biochemical, colorimetric, uHTS; inhibition, % at 20 µM; AID 493091, 2011; 0.88% of 340,000 active; Carboxy-terminal domain RNA polymerase II polypeptide A small phosphatase 1 (Homo …; Recombinant Scp1, phosphopeptide, malachite green phosphate absorbance;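 active means inhibition above about 50% at 20 µM, limit read from the data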;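 further: plate controls were DMSO wells with enzyme for no effect and wells lacking enzyme for full effect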
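System: SCP-1 catalytic domain; Reagent: Phospho 17-mer peptide substrate; Doses: one concentration, 20 µM, with 1.0% DMSO; Incubation: 45 min room-temperature reaction, 5 min colour, 30 min stabiliser; Signal: Phosphate-binding colour reagent, absorbance read at 630 nm.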
PABP1 MLLE inh: inhibitors of PABP1 MLLE–PAM2 peptide binding, primary screen, biochemical, fluorescence polarization, FITC-PAM2, GST-MLLE | AID 588489, 2011 | 0.36% of 360,000 active | inhibition, % at 20 µM; in the data active means inhibition above about 35%, passing the limit was not always enough;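 further: plate controls were DMSO wells with GST-MLLE for no effect and wells lacking GST-MLLE protein for full effect; some results filed as inactive read as strong as hits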
STEP inh: STEP phosphatase inhibitors, primary screen, biochemical, fluorescence intensity, uHTS; Tyrosine-protein phosphatase non-receptor type 5 (Homo sapiens), P54829; recombinant STEP, OMFP fluorogenic substrate; inhibition, % at 20 µM; 0.25% of 360,000 active; AID 588621, 2011;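 active means inhibition at 20 µM, scaled per plate between control wells, above about 37%, limit read from the data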;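 further: 0% = DMSO with enzyme and substrate and 100% = substrate only without enzyme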
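Test system: STEP tyrosine phosphatase / Reagent: OMFP at 25 µM / Doses: 20 µM, 1% DMSO / Read-out: percent inhibition scaled to no-enzyme and uninhibited-enzyme controls, plate-pattern corrected / Detection: FITC-channel fluorescence of OMFP product / Medium: Bis-Tris buffer pH 6.0, 2.5 mM DTT, 0.005% Tween 20 / Schedule: 20 min at room temperature, dark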
CSN deneddyl inh: inhibitors of CSN-mediated cullin deneddylation, primary screen, biochemical, fluorescence polarization, uHTS; Purified CSN, SCF-Nedd8-OG deneddylation; AID 651999, 2013; COP9 signalosome complex subunit 5 (Homo sapiens), Q92905; 0.38% of 360,000 active; inhibition, % at 12.5 µM;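 active means pattern-corrected inhibition above about 35%, with an unprinted fluorescence ratio check between 0.5 and 1.5, limit read from the data, passing the limit was not always enough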;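 further: 0% = enzyme with substrate and 100% = substrate without enzyme; some results filed as inactive read as strong as hits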
Target sequence (Q92905 whole entry, looked up, one chain of several): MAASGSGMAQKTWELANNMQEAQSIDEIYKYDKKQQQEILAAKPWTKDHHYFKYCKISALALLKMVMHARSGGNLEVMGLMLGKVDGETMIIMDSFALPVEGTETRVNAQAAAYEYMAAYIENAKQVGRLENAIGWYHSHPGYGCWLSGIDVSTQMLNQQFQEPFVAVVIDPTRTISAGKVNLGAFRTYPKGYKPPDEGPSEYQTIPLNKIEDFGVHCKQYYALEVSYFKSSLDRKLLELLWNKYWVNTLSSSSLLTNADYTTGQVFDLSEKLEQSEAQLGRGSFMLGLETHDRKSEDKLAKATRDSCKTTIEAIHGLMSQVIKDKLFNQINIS
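test system = HEK293T-derived human Csn5 enzyme | amount = 0.24 nM Csn5 enzyme, final concentration | medium = Tris/NaCl/DTT buffer, pH 7.5 | schedule = 90 min reaction at room temperature | signal = FP | evaluation = inhibition of Csn5 cleavage, % | compound dosing = single dose of 12.5 µM compound with 0.25% DMSO | probe or stimulus = 10 nM SCFSkp2-Nedd8OG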
LMPTP inh: LMPTP phosphatase inhibitors, primary screen, biochemical, fluorescence intensity, uHTS; Low molecular weight phosphotyrosine protein phosphatase (Homo sapiens), P24666; recombinant LMPTP-A, OMFP fluorogenic substrate; inhibition, % at 20 µM; 0.22% of 360,000 active;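 active means compounds that cut the enzyme signal by at least half of the control window in the single-dose screen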;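 further: plate controls were DMSO wells with enzyme plus substrate for no effect and substrate without enzyme for full effect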
Target sequence (P24666 whole entry, looked up): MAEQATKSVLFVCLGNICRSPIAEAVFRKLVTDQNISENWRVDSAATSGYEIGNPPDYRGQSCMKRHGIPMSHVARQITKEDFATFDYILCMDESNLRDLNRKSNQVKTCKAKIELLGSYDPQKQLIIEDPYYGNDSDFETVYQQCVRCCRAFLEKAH
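test system = LMPTP-A | amount = 0.625 nM LMPTP-A final | reagent = fluorogenic phosphatase substrate OMFP at 400 µM final | incubation = 50 min at room temperature | benchmarks = no-enzyme low control, uninhibited high control | medium = Bis-Tris pH 6.0, DTT, detergent | signal = fluorescence intensity of OMFP turnover product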
Starred values were filed as active, the others as inactive.

CN(c1ccccc1)S(=O)(=O)c1cccc(C(=O)Nc2nn[nH]n2)c1 was read as TbMetRS inhib 0.5, NadD block 3, Rpn11 block inactive, SUMO1 PPI mod 4, DNMT1 inh 3, Scp1 inh -7, PABP1 MLLE inh 5, STEP inh -6, CSN deneddyl inh 1 and LMPTP inh -2.0.
Screening O=C(COc1cc(Cl)c(Cl)cc1Cl)NC(=O)Nc1ccc2c(c1)OCCO2 returned TbMetRS inhib -0.5, NadD block 6, Rpn11 block inactive, SUMO1 PPI mod 1, DNMT1 inh 26, Scp1 inh -11, PABP1 MLLE inh -6, STEP inh -2, CSN deneddyl inh 4 and LMPTP inh -2.8.
For Cc1ccccc1NC(=O)COC(=O)c1cccc(S(=O)(=O)N2CCCCC2)c1 the results were TbMetRS inhib -0.4, NadD block -7, Rpn11 block inactive, SUMO1 PPI mod 1, DNMT1 inh -1, Scp1 inh 4, PABP1 MLLE inh -9, STEP inh 1, CSN deneddyl inh -6 and LMPTP inh 1.2.
Cc1cccn2c(N)c(-c3ccccc3)nc12 was read as TbMetRS inhib 0.1, NadD block -5, Rpn11 block inactive, SUMO1 PPI mod -3, DNMT1 inh -5, Scp1 inh -2, PABP1 MLLE inh 5, STEP inh 7, CSN deneddyl inh -1 and LMPTP inh -0.1.
CCOC(=O)C1C(=O)C=C(c2ccc(C)cc2)CC1c1cccc([N+](=O)[O-])c1 (stereo not drawn) was read as TbMetRS inhib 0.3, NadD block -3, Rpn11 block inactive, SUMO1 PPI mod -5, DNMT1 inh 3, Scp1 inh -11, PABP1 MLLE inh 7, STEP inh -2, CSN deneddyl inh -14 and LMPTP inh 2.8.
For COc1ccc(C2=NS(=O)(=O)N(C)C(C(=O)Nc3ccc(F)cc3F)=C2)cc1 the results were TbMetRS inhib -0.1, NadD block -3, Rpn11 block inactive, SUMO1 PPI mod -15, DNMT1 inh -7, Scp1 inh -7, PABP1 MLLE inh 0, STEP inh 0, CSN deneddyl inh 3 and LMPTP inh -0.5.
Screening COc1ccc(OC)c(C(=O)c2coc3cc(Br)c(O)c(Br)c23)c1 returned TbMetRS inhib 0.7, NadD block -6, Rpn11 block inactive, SUMO1 PPI mod 11, DNMT1 inh 0, Scp1 inh -9, PABP1 MLLE inh -17, STEP inh -2, CSN deneddyl inh 3 and LMPTP inh 0.8.
Screening CC1CCCCC1NC(=O)COC(=O)c1ccc2ccccc2n1 (stereo not drawn) returned TbMetRS inhib -0.2, NadD block -6, Rpn11 block inactive, SUMO1 PPI mod -5, DNMT1 inh -3, Scp1 inh -10, PABP1 MLLE inh 9, STEP inh -7, CSN deneddyl inh 14 and LMPTP inh -1.2.
Screening O=c1c2ccccc2nc(-c2ccc(F)cc2)n1NCc1ccccc1O returned TbMetRS inhib -0.5, NadD block 2, Rpn11 block inactive, SUMO1 PPI mod 5, DNMT1 inh -3, Scp1 inh -3, PABP1 MLLE inh 22, STEP inh 1, CSN deneddyl inh 4 and LMPTP inh -1.1.
`CC1(C(=O)Nc2ccc(Cl)c(Cl)c2)CCN1C(=O)Cc1cccc2ccccc12` (stereo not drawn) gave TbMetRS inhib 0.1, NadD block 0, Rpn11 block inactive, SUMO1 PPI mod 0, DNMT1 inh -8, PABP1 MLLE inh -10, STEP inh -2, CSN deneddyl inh -2 and LMPTP inh 4.0.
O=C(C(=O)N1CC=C(c2ccccc2)CC1)c1c[nH]c2ccccc12 was read as TbMetRS inhib 7.4*, NadD block 0, Rpn11 block inactive, SUMO1 PPI mod 4, DNMT1 inh -10, Scp1 inh -9, PABP1 MLLE inh 7, STEP inh -8, CSN deneddyl inh -7 and LMPTP inh 0.8.
Screening O=C(CCSc1ccc(Br)cc1)c1ccc(O)cc1 returned TbMetRS inhib -0.1, NadD block -13, Rpn11 block inactive, SUMO1 PPI mod 2, DNMT1 inh 1, Scp1 inh -18, PABP1 MLLE inh 28, STEP inh 1, CSN deneddyl inh 2 and LMPTP inh 1.7.

Gathered by group: the entries above containing an NH in an aromatic ring (2)
CN(c1ccccc1)S(=O)(=O)c1cccc(C(=O)Nc2nn[nH]n2)c1 was read as TbMetRS inhib 0.5, NadD block 3, Rpn11 block inactive, SUMO1 PPI mod 4, DNMT1 inh 3, Scp1 inh -7, PABP1 MLLE inh 5, STEP inh -6, CSN deneddyl inh 1 and LMPTP inh -2.0.
O=C(C(=O)N1CC=C(c2ccccc2)CC1)c1c[nH]c2ccccc12 was read as TbMetRS inhib 7.4*, NadD block 0, Rpn11 block inactive, SUMO1 PPI mod 4, DNMT1 inh -10, Scp1 inh -9, PABP1 MLLE inh 7, STEP inh -8, CSN deneddyl inh -7 and LMPTP inh 0.8.

Later entries.
Screening CCN1CCN(c2nc(Nc3ccc(OC)cc3)nc(N)c2[N+](=O)[O-])CC1 returned TbMetRS inhib 0.3, NadD block -5, Rpn11 block inactive, SUMO1 PPI mod -5, DNMT1 inh 2, Scp1 inh 0, PABP1 MLLE inh -1, STEP inh -3, CSN deneddyl inh 0 and LMPTP inh 0.9.
Screening CCCCNc1cc(=O)n(C)c(=O)[nH]1 returned TbMetRS inhib 0.0, NadD block -3, Rpn11 block inactive, SUMO1 PPI mod 1, DNMT1 inh -3, Scp1 inh 0, PABP1 MLLE inh 0, STEP inh 2, CSN deneddyl inh 2 and LMPTP inh -0.6.
Screening CCCCSc1nnc(NC(=O)CCc2ccccc2)s1 returned TbMetRS inhib -0.1, NadD block 1, Rpn11 block inactive, SUMO1 PPI mod 2, DNMT1 inh -4, Scp1 inh -9, PABP1 MLLE inh -31, STEP inh -2, CSN deneddyl inh 3 and LMPTP inh -0.5.
For CCOC(=O)C(NC(=O)c1ccc(OC)cc1)(Nc1cc(C)on1)C(F)(F)F (stereo not drawn) the results were TbMetRS inhib 0.3, NadD block -2, Rpn11 block inactive, SUMO1 PPI mod 3, DNMT1 inh 1, Scp1 inh -2, PABP1 MLLE inh 8, STEP inh -2, CSN deneddyl inh 1 and LMPTP inh -0.9.
COc1ccccc1CN(C)C(=O)c1cc(C)nc2ccccc12 was read as TbMetRS inhib -0.4, NadD block 3, Rpn11 block inactive, SUMO1 PPI mod -5, DNMT1 inh 1, Scp1 inh 7, PABP1 MLLE inh 3, STEP inh -1, CSN deneddyl inh -1 and LMPTP inh 0.2.
CC(=O)C1=CCC(c2ccc(Cl)cc2)N(S(=O)(=O)c2ccccc2C)C1 (stereo not drawn) was read as TbMetRS inhib -0.2, NadD block -6, Rpn11 block inactive, SUMO1 PPI mod 7, DNMT1 inh -8, PABP1 MLLE inh 4, STEP inh 1, CSN deneddyl inh -1 and LMPTP inh 1.2.
`CCC(=O)NNc1cccc(Cl)n1` gave TbMetRS inhib -1.5, NadD block 3, Rpn11 block inactive, SUMO1 PPI mod 1, DNMT1 inh 1, Scp1 inh -12, PABP1 MLLE inh -9, STEP inh -2, CSN deneddyl inh 1 and LMPTP inh -1.7.
`O=S(=O)(Nc1ccc(-c2nc3cccnc3s2)cc1)c1cccs1` gave TbMetRS inhib -0.8, NadD block -3, Rpn11 block inactive, SUMO1 PPI mod 3, DNMT1 inh 3, Scp1 inh 2, PABP1 MLLE inh 4, STEP inh -2, CSN deneddyl inh 4 and LMPTP inh -1.4.
Screening CCCc1nc2ccccc2c(=O)n1-c1ccc(C(=O)OCC)cc1 returned TbMetRS inhib -0.5, NadD block -2, Rpn11 block inactive, SUMO1 PPI mod -3, DNMT1 inh 1, Scp1 inh -12, PABP1 MLLE inh -4, STEP inh -2, CSN deneddyl inh -3 and LMPTP inh -2.8.
For CCCn1c(=O)[nH]c(=O)c2c1nc(-c1ccc(OC(F)(F)C(F)C(F)(F)F)cc1)n2CCOC (stereo not drawn) the results were TbMetRS inhib -0.5, NadD block -7, Rpn11 block inactive, SUMO1 PPI mod 1, DNMT1 inh -7, Scp1 inh 1, PABP1 MLLE inh 2, STEP inh 8, CSN deneddyl inh -3 and LMPTP inh 1.5.
COc1ccc(Br)cc1S(=O)(=O)N1CC(C)OC(C)C1 (stereo not drawn) was read as TbMetRS inhib -0.5, NadD block -7, Rpn11 block inactive, SUMO1 PPI mod -3, DNMT1 inh 4, Scp1 inh -6, PABP1 MLLE inh 5, STEP inh 1, CSN deneddyl inh -1 and LMPTP inh -0.8.
For Cc1ccc2cc(CN(CC3CCCO3)S(=O)(=O)c3c(C)ccc4nsnc34)c(=O)[nH]c2c1 (stereo not drawn) the results were TbMetRS inhib -0.2, NadD block -2, Rpn11 block inactive, SUMO1 PPI mod -18, DNMT1 inh -1, Scp1 inh -6, PABP1 MLLE inh -2, STEP inh 4, CSN deneddyl inh 1 and LMPTP inh -0.6.
`COc1ccc(/C=C/c2nc3cc(-c4ccccc4)ccc3o2)cc1O` gave TbMetRS inhib -0.9, NadD block -6, Rpn11 block inactive, SUMO1 PPI mod -4, DNMT1 inh -36, Scp1 inh -3, PABP1 MLLE inh 2, STEP inh -3, CSN deneddyl inh 0 and LMPTP inh 4.4.
For Cc1csc(NC(=O)c2cc(-c3ccncc3)nc3ccccc23)n1 the results were TbMetRS inhib -0.1, NadD block 2, Rpn11 block inactive, SUMO1 PPI mod -17, DNMT1 inh -16, Scp1 inh -2, PABP1 MLLE inh -20, STEP inh -4, CSN deneddyl inh 7 and LMPTP inh 0.4.
For O=C(NCc1cccnc1)C1CCC(CNS(=O)(=O)c2ccc(Cl)cc2)CC1 (stereo not drawn) the results were TbMetRS inhib -0.3, NadD block -7, Rpn11 block inactive, SUMO1 PPI mod -1, DNMT1 inh 2, Scp1 inh -3, PABP1 MLLE inh 4, STEP inh -4, CSN deneddyl inh -1 and LMPTP inh -0.6.
